Assay outcomes: PubChem BioAssay, several laboratories
Hep lipid drop: hepatic lipid droplet formation modulation; inhibition, % at 6.5 µM; AML12 mouse hepatocytes, oleate lipid droplets, BODIPY imaging; AID 1656; hit rate 0.4% among 240,000;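 active = lipid droplet intensity inhibited by at least 50%, with more than 500 cells counted; inconclusive = wells with under 300 cells, treated as cytotoxic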
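System: AML12 hepatocytes (mouse). Probe or stimulus: oleic acid at 100 µM to induce lipid droplet formation. Times: overnight treatment with compound plus oleate. Detection: Image-based BODIPY and DAPI two-channel analysis. Evaluation: percent inhibition of filter-corrected integrated lipid droplet intensity per well.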
Myeloid diff MLP: compounds promoting myeloid differentiation; ER-HoxA9 myeloid progenitors, lysozyme-GFP differentiation, flow cytometry; calls only at 10 µM; hit rate 1% among 360,000;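 active = normalized GFP-positive differentiation at or above the plate's own cutoff, the solvent-only control mean plus 3 SD; inconclusive = no clear call, values can overlap the other calls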;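 also: cells exposed to compound for four days before flow analysis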
Ins promoter up: MIN6 insulin promoter up-regulation. MIN6 insulin promoter-GFP reporter, high-content imaging; active compounds read high. z-score at 5 µM. hit rate 0.3% among 190,000;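 active = z-score above 3 at 5 µM with at least 500 cells counted in the well; inconclusive = wells under 500 cells, flagged as cytotoxic or low count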
MT stabilizer: microtubule stabilization, imaging screen. HeLa tubulin immunostaining HCS, 24 h; share of cells brighter than vehicle mean+2SD. % tubulin-high responders, % at 10 µM. hit rate 0.83% among 200,000;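 active = plate Z-score above 3 for both tubulin-high and condensed-nucleus cell shares, with cell loss under 80%, at 10 µM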;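 also: anti alpha tubulin signal scored within the nucleus-defined area of each cell; some results filed as inactive read as strong as hits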
Autophagy mod: alters autophagy in cells; calls only at 10 µM (by protocol); hit rate 0.98% among 190,000; AID 463193; MEF GFP-LC3 puncta imaging; test concentration mostly 10 µM;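 active = percentage of spot-positive cells more than 3 SD above its plate mean, without a fluorescence outlier flag or 80% toxicity; inconclusive = no clear call, values can overlap the other calls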;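 also: spot-positive cell cutoff set from DMSO-treated cells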
T cell HTS: T cell immune modulators affecting CD8 T cell-vesicle binding. 2C CD8+ T cell-vesicle binding, flow cytometry; active compounds read low. calls only at 7 µM. hit rate 0.068% among 330,000;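 active = response, share of CD8 T cells binding vesicles, and their 90th percentile fluorescence all below set limits, cut at about 80% in these data, passing the limit was not always enough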
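Material: 2C TCR transgenic mouse naive CD8+ T cells, MACS-purified. Also added: QL9-charged Drosophila Ld/ICAM-1/B7-1 vesicles. Timing: binding 1.5 h at 37 °C. Measured by: high-throughput flow cytometry with anti-B7-1 and anti-CD8 staining. Read-out: percent CD8+ FL2 mean versus row control. Controls: Unloaded micro-vesicles (low), QL9 vesicles with 0.7% DMSO (high).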
bCat nuc transl: modulators of beta-catenin nuclear translocation; HeLa beta-catenin nuclear translocation, immunofluorescence imaging; nuclear translocation activity, % at 5 µM; hit rate 0.3% among 190,000;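 active = nuclear translocation activity above 50% at 5 µM, with a well cell count of 50 or more; inconclusive = wells under 50 cells across six images, flagged as toxic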;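 also: per-cell ratio of nuclear to cytoplasmic median beta-catenin stain intensity; plate controls were DMSO negative control for no effect and GSK-3 inhibitor IX positive control for full effect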
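test system = HeLa cells, endogenous beta-catenin | dosing = single 5 µM dose plus 0.02–20 µM confirmation series | times = compound treatment 24 h, 37°C, 5% CO2 | technique = beta-catenin immunofluorescence imaging with DAPI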
West Nile antiviral: inhibition of WNV-induced cytopathic effect – cell-based, CPE readout (AID 1621) | West Nile virus-infected cells, CPE inhibition; higher % means a stronger effect | one-dose CPE inhibition, % at 10 µM; IC50 in µM for titrated hits | hit rate 0.02% among 290,000; in the data active = a potency from the dose series; inconclusive = CPE inhibition mostly from about 3.7% at the one dose, without a potency; inactive = the rest, 99 in 100 with CPE inhibition below about 2.2%; also: strong numbers were not always called active
WT yeast gro inh: growth inhibition of WT yeast, mitochondrial fusion screen; mitochondrial fusion phenotypic screen, WT strain; inhibition, % at 10 µM; hit rate 2.1% among 190,000; AID 1362; in the data active = inhibition above about 58%; tested in S. cerevisiae
WT yeast gro inh mutant strain: second read-out of WT yeast gro inh, no call of its own (marks repeat the call); inhibition, %; mitochondrial fusion phenotypic screen, mutant strain inhibition
Ins promoter up cell count: recorded beside Ins promoter up, whose call it bears; cell count; measured here: cytotoxicity, nuclei count;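 total cells summed across four imaged fields per well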
Hep lipid drop cells 6.5 µM: recorded beside Hep lipid drop, whose call it bears; cell count; measured here: cell count, cytotoxicity flag;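 cells counted across two imaged fields per well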
bCat nuc transl cell count 5 µM: second read-out of bCat nuc transl, no call of its own (marks repeat the call); cell count; measured here: cell count, cytotoxicity flag
T cell HTS vesicle-bound %: recorded beside T cell HTS, whose call it bears; double positive events, %; measured here: CD8+ vesicle-bound cell fraction;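 binding gate set so that unloaded-vesicle control wells show 10% double positive cells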
MT stabilizer Hoechst-high %: also measured in MT stabilizer; calls as there; % Hoechst-high responders; measured here: nuclear condensation Hoechst responders;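 share of cells brighter than vehicle mean plus two SD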
MT stabilizer cytotoxicity %: further read-out of MT stabilizer, marked with its call; toxicity, %; measured here: cytotoxicity by cell density;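 0% = mean cell density of plate MIN control wells and 100% = no cells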
Autophagy mod cell loss 18 h: also measured in Autophagy mod; calls as there; toxicity, %; measured here: cell loss, nuclei count;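 cell loss after 18 h compound exposure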
Myeloid diff MLP GFP+ MAC1+ %: also measured in Myeloid diff MLP; calls as there; GFP+ MAC1+ double positive, %; measured here: differentiation confirmed by MAC1 staining
* marks the source's active call; other numbers are inactive results; i = inactive; ? = inconclusive; / = not tested or not shown; + = active, no number.

SMILES | Hep lipid drop | Hep lipid drop cells 6.5 µM | Myeloid diff MLP | Myeloid diff MLP GFP+ MAC1+ % | Ins promoter up | Ins promoter up cell count | MT stabilizer | MT stabilizer Hoechst-high % | MT stabilizer cytotoxicity % | Autophagy mod | Autophagy mod cell loss 18 h | T cell HTS | T cell HTS vesicle-bound % | bCat nuc transl | bCat nuc transl cell count 5 µM | West Nile antiviral | WT yeast gro inh | WT yeast gro inh mutant strain
Clc1ccccc1C1SCC2Nc3ccccc3CN21 (stereo unspecified) | / | / | i | 0.7 | -0.2 | 1511 | 11 | 6.6 | 7.5 | i | 2 | i | 42 | 7.8 | 1269 | 0.4% | -4 | 40
CCOC(=O)C1=C(C)Nc2ncnn2C1c1cccnc1 (stereo unspecified) | / | / | i | 0.3 | -0.52 | 1628 | 2.9 | 1.6 | 12 | i | 5 | i | 27 | 0.4 | 1337 | 1.6% | 0 | 3
COc1cc(OC)c(NC(=S)Nc2cccc(C)c2)cc1Cl | -4 | 602 | i | 1.0 | 0.06 | 1569 | 4.8 | 2.2 | 3.2 | i | 12 | i | 31 | -2.5 | 1083 | -0.6% | -6 | -8
CN1CCN(NC(=O)c2cc(Br)ccc2Cl)CC1 | 4 | 653 | i | 0.8 | -0.3 | 1542 | 3.0 | 1.6 | 2.6 | i | 19 | i | 55 | 1.7 | 911 | 0.7% | -2 | 8
CCOC(=O)C1=C(NC#N)OC(C)=C(C)C1c1ccc(O)cc1 (stereo unspecified) | -2 | 621 | i | 0.8 | 2.2 | 1551 | 1.8 | 2.4 | 7.7 | i | -1 | i | 42 | -1.3 | 1040 | 0.5% | -3 | 1
COc1ccc(S(=O)(=O)/N=C2\C=C(NS(=O)(=O)c3ccccc3)C(=O)c3ccccc32)cc1 | 2 | 765 | i | 0.6 | / | / | / | / | / | / | / | i | 25 | / | / | 0.2% | / | /
Cc1nnc(N2C(=O)c3cccc4c([N+](=O)[O-])ccc(c34)C2=O)s1 | 6 | 823 | i | 2.0 | / | / | / | / | / | / | / | i | 30 | / | / | -1.0% | / | /
CCOC(=O)C(=NCCCN(C)C)NNc1cc(C(F)(F)F)ccc1Cl | 0 | 697 | i | 0.1 | 0.63 | 1141 | 1.2 | 3.0 | 6.1 | i | 2 | i | 48 | -2.1 | 1141 | 0.9% | 18 | 6
CCC/C(O)=C1\C(=O)CC(C)(C)CC1=Nc1ccccc1O | 2 | 735 | i | 0.2 | 0.07 | 1578 | 1.4 | 1.2 | 2.8 | i | 0 | i | 58 | 1.0 | 932 | -0.4% | -4 | -10
COc1ccc(-n2c(N)c(C(=O)NCc3ccco3)c3nc4ccccc4nc32)c(OC)c1 | 0 | 641 | + | 2.5* | -0.47 | 1242 | 2.8 | 1.5 | 16 | i | 0 | i | 30 | / | / | 0.1% | 47 | 21
COc1ccc(C(=O)CNc2ccccc2Br)cc1 | -8 | 842 | i | 1.2 | / | / | / | / | / | / | / | i | 47 | / | / | -0.6% | / | /
Cc1noc(C)c1COc1ccc(CC(=O)NC2CCCCCC2)cc1 | 11 | 704 | i | 0.3 | 0.75 | 1280 | 4.9 | 4.3 | 7.5 | i | -2 | i | 43 | -0.6 | 1107 | -1.1% | -2 | 3
COc1ccc(Cl)c(NCCC(=O)O)c1 | -16 | 767 | i | 0.6 | 0.41 | 1253 | 4.4 | 1.5 | 5.7 | i | 0 | i | 12 | -2.0 | 1182 | -0.5% | -4 | -3
O=C(CCC1CCCC1)N=C1SC2CS(=O)(=O)CC2N1Cc1ccccc1 (stereo unspecified) | -33 | 312 | i | 2.5 | / | / | / | / | / | / | / | i | 11 | / | / | 12% | / | /
O=c1c2sccc2n(Cc2cc(=O)n3ccccc3n2)c(=O)n1-c1ccccc1 | -8 | 601 | i | 0.8 | -0.03 | 1516 | 1.6 | 2.7 | 6.7 | i | 1 | i | 36 | 1.9 | 1136 | -0.9% | -6 | -3
O=C(c1ccccc1)c1nn(-c2ccccc2)c2nnc(Cc3ccccc3)c(=O)n12 | -15 | 710 | i | 1.8 | / | / | 4.8 | 1.9 | 7.0 | i | 4 | i | 46 | -0.5 | 1177 | 2.0% | 18 | 3
O=C(CSc1ncnc2nc[nH]c12)c1ccc2ccccc2c1 | 2 | 691 | + | 3.9* | -0.47 | 756 | 2.6 | 1.8 | 5.5 | i | -8 | i | 32 | 2.7 | 1036 | 0.0% | -5 | -6
NC(=O)C1CCN(c2ccc([N+](=O)[O-])cc2Cl)CC1 | 2 | 700 | / | / | 0.67 | 1191 | 2.7 | 2.5 | 7.2 | i | -6 | i | 6 | -1.5 | 1097 | 0.5% | -4 | -3
CC(=O)Nc1ccc(S(=O)(=O)N2CCC(C(=O)NCCC(=O)Nc3ccccc3)CC2)cc1 | -9 | 720 | ? | / | / | / | / | / | / | / | / | i | 20 | / | / | 0.7% | / | /
CC(C(=O)NC1CCCCC1)N1C(=O)C2C3C=CC(C3)C2C1=O (stereo unspecified) | -5 | 668 | i | 0.9 | / | / | / | / | / | / | / | i | 45 | / | / | 0.0% | / | /
Cc1ccc(NC(=O)C2CCCN(S(=O)(=O)c3c(C)noc3/C=C/N(C)C)C2)c(C)c1 (stereo unspecified) | 24 | 694 | i | 0.5 | / | / | / | / | / | / | / | i | 7 | / | / | -0.8% | / | /
CC1CCCN(Cc2nc(Cc3ccccc3Cl)no2)C1 (stereo unspecified) | -10 | 652 | i | 0.3 | 0.91 | 1497 | 2.3 | 1.8 | 1.9 | i | 7 | i | 53 | -0.7 | 956 | -0.5% | 15 | 7
CC(C)c1ccc(OCC(=O)NNC(=S)NC(=O)c2ccco2)c(Br)c1 | 4 | 848 | i | 0.3 | / | / | / | / | / | / | / | i | 16 | / | / | -1.4% | / | /
C/C(=N\Nc1nncc2ccccc12)c1ccc(C(C)(C)C)cc1 | -6 | 820 | i | 0.2 | / | / | / | / | / | / | / | i | 17 | / | / | -0.8% | / | /
O=C(O)c1ccc(Cn2c(=S)[nH]c3cc(Cl)ccc3c2=O)cc1 | 5 | 814 | i | 0.1 | / | / | / | / | / | / | / | i | 57 | / | / | -0.2% | / | /
Carrying on.
SMILES | Hep lipid drop | Hep lipid drop cells 6.5 µM | Myeloid diff MLP | Myeloid diff MLP GFP+ MAC1+ % | Ins promoter up | Ins promoter up cell count | MT stabilizer | MT stabilizer Hoechst-high % | MT stabilizer cytotoxicity % | Autophagy mod | Autophagy mod cell loss 18 h | T cell HTS | T cell HTS vesicle-bound % | bCat nuc transl | bCat nuc transl cell count 5 µM | West Nile antiviral | WT yeast gro inh | WT yeast gro inh mutant strain
CN(Cc1nc(Cc2cccc(C(F)(F)F)c2)no1)C1CC(C)(C)NC(C)(C)C1 | 0 | 642 | i | 0.1 | 0.45 | 1484 | 3.7 | 1.9 | 7.6 | i | -4 | i | 24 | 1.3 | 940 | 0.3% | -3 | -29
COc1ccccc1CNC(=O)CSc1ccc(-c2cccs2)nn1 | -11 | 767 | i | 0.6 | 1.7 | 1143 | 2.0 | 1.1 | 4.5 | i | -7 | i | 34 | -1.5 | 1051 | / | 0 | -27
O=C(CN1CCN(S(=O)(=O)c2ccc(F)cc2)CC1)Nc1ccc(F)cc1F | 0 | 728 | + | 7.5* | / | / | / | / | / | / | / | i | 46 | / | / | -0.4% | / | /
O=C(CCc1nc(-c2ccccc2F)no1)NC1CCCCC1 | -1 | 705 | i | 7.4 | -0.27 | 1305 | 2.5 | 3.1 | 18 | i | 2 | i | 29 | / | / | -0.7% | -4 | 8
Cn1c(S(=O)(=O)c2ccc([N+](=O)[O-])cc2)nc(Br)c1Br | -16 | 682 | i | 0.2 | 0 | 1132 | / | / | / | / | / | i | 36 | 1.1 | 1344 | 1.3% | / | /
CCN1CCN(CCn2c(=S)[nH]c3cc4c(cc3c2=O)OCO4)CC1 | 4 | 800 | i | 0.6 | / | / | 1.0 | 1.7 | 5.6 | i | 9 | i | 33 | / | / | -0.4% | / | /
COc1ccc(CNC(=O)C(Cc2ccccc2)n2cccc2)cc1 (stereo unspecified) | 1 | 679 | i | 0.5 | -0.3 | 1246 | / | / | / | / | / | i | 13 | -0.6 | 1271 | -0.4% | / | /
COc1cccc(-c2csc3nc[nH]c(=O)c23)c1 | 6 | 713 | i | 0.7 | 1.3 | 1352 | 5.0 | 2.9 | 4.2 | i | 30 | i | 54 | / | / | -0.3% | -14 | -5
CCOc1cc(C(=O)NCC2CCCO2)cc(OCC)c1OCC (stereo unspecified) | -8 | 649 | i | 7.5 | / | / | 2.4 | 1.9 | 6.2 | i | -6 | i | 14 | -1.1 | 1127 | 0.7% | 3 | -15
CCC(=O)NC(=S)Nc1ccc(S(=O)(=O)NC2CCCCC2)cc1 | -5 | 703 | i | 0.8 | / | / | / | / | / | / | / | i | 32 | / | / | -0.8% | / | /
COc1cccc(C(=O)Nc2ccc(NC(=O)C3CC=CCC3C(=O)O)cc2)c1 (stereo unspecified) | -2 | 785 | i | 0.6 | / | / | / | / | / | / | / | i | 9 | / | / | 0.3% | / | /
Cc1ccc(NC(=O)Nc2ccc3oc(C)nc3c2)cc1 | / | / | i | 0.8 | 0.67 | 1404 | 3.1 | 1.9 | 0.1 | i | 2 | i | 43 | -3.3 | 1413 | -0.1% | -4 | -2
CN(N=Nc1cccc([N+](=O)[O-])c1)c1cccc([N+](=O)[O-])c1 | -15 | 622 | i | 0.5 | -0.06 | 1162 | 3.2 | 2.5 | 5.8 | i | 16 | i | 36 | / | / | -0.9% | 22 | 27
